Statin myotox sup = suppressors of statin myotoxicity in C2C12 myotubes, primary screen, cell-based, single point, plate reader; C2C12 myotubes + simvastatin, ATP luminescence, 48 h; scaled: DMSO 0, geranylgeraniol control 100; 330,000 compounds, 0.78% hits; rescue of ATP level, % at 7.49 µM; AID 602340, 2012;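 active = mean ATP rescue above about 67%, or every replicate alone reaching that limit, limit read from the data, passing the limit was not always enough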;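 also: myotubes were challenged with 10 µM simvastatin during compound exposure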
ERAP1 inh = human ERAP1 aminopeptidase inhibitors, primary screen, biochemical, single point, plate reader | Endoplasmic reticulum aminopeptidase 1 (Homo sapiens), Q9NZ08 | recombinant ERAP1, Leu-AMC fluorescence, 60 min | inhibition, % at 10.7 µM | 340,000 compounds, 0.15% hits;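 active = mean replicate inhibition of at least 30%, or all replicates individually reaching that 30% level; inactive = mean below 30% and not every replicate reaching it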;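 also: 0% = neutral control wells and 100% = L-leucinethiol positive control wells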
Target sequence (Q9NZ08 whole entry, looked up): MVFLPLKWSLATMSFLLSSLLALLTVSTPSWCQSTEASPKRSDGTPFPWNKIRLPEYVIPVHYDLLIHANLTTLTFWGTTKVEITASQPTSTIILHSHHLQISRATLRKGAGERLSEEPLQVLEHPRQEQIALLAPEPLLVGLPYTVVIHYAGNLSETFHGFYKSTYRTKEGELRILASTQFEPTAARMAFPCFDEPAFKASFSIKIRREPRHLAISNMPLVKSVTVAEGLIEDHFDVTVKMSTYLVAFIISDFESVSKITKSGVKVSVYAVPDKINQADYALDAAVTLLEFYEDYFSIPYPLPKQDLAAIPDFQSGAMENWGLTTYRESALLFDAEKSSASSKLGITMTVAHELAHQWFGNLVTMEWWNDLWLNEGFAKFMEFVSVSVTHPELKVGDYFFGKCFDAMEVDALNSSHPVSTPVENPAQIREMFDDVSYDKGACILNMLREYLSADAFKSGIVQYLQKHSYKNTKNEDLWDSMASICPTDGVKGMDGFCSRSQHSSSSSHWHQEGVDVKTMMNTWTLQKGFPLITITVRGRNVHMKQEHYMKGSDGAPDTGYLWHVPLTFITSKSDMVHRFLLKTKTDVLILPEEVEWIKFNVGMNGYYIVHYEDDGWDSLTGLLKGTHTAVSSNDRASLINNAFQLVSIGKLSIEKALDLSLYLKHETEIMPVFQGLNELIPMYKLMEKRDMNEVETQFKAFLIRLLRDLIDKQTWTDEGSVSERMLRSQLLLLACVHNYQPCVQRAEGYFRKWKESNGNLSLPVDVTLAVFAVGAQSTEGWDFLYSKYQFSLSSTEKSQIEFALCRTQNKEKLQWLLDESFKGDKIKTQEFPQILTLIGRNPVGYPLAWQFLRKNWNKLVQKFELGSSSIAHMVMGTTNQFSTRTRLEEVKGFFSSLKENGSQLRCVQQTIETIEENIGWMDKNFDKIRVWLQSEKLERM
PGC1a acetyl inh = inhibitors of PGC1a acetylation signal, primary screen, cell-based, U2OS, AlphaScreen, inhibitor mode | AlphaScreen anti-acetyl-lysine; with virally co-expressed GCN5 acetyltransferase | inhibition, % at 15.6 µM | 350,000 compounds, 0.17% hits | AID 651687, 2012;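 active = every replicate shows inhibition of at least 40%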;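 also: 0% = neutral control wells and 100% = positive control wells; some results beyond the cut were filed as inactive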
LGR2 inh = inhibitors of bursicon-induced LGR2 CRE-luciferase signal, primary screen, cell-based, HEK293, CRE-luciferase reporter, bursicon stimulation; Drosophila bursicon receptor LGR2 (rickets); bursicon-stimulated, 4 h; inhibition, % at 9.99 µM; 380,000 compounds, 0.35% hits; AID 720647, 2013;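 active = drop in luminescence signal, shown as inhibition above about 50% in the replicate tests, limit read from the data, passing the limit was not always enough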;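 also: agonist challenge used bursicon conditioned medium at about half maximal strength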
S100A4 inh HTS = inhibitors of S100A4-myosin IIA peptide binding, primary screen, biochemical, fluorescence polarization, TAMRA-MyoIIA peptide; inhibition, % at 10.7 µM; 360,000 compounds, 0.14% hits;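 active = mean inhibition of at least 70% across replicates, with every replicate also reaching that level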
Target sequence (P26447 whole entry, looked up): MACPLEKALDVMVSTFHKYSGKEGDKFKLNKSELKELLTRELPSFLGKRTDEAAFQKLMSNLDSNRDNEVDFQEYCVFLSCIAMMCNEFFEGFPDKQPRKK
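Test system: S100A4 monomer protein; Medium: HEPES pH 7.2 with CaCl2, KCl, NaCl, DTT, Triton; Probe or stimulus: TAMRA-labelled myosin IIA heavy-chain peptide probe, 5 nM; Doses: one dose per compound; Times: polarization read 5 min after assay mix addition, stable 5–60 min; Benchmarks: neutral control DMSO, positive control TFP.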
Cneo AK release = Cryptococcus neoformans cell lysis inducers, primary screen, AK release luminescence, single concentration; lysis activity, % at 15 µM; 360,000 compounds, 0.2% hits; C. neoformans lysis, adenylate kinase release luminescence, 4 h; normalised: neutral wells 0, clomiphene wells 100; AID 651654, 2012;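 active = mean lysis activity across replicates of at least 80%, whatever share of replicates individually reach that level; inactive = mean lysis activity below 80%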
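Schedule: static 4 h at 37 °C with compound, 1 h detection; system: C. neoformans cells; benchmarks: Clomiphene as positive control; buffer or medium: fresh YPD medium; measure: luminescence rise reflecting yeast cell lysis; measured by: luminescent adenylate kinase detection reagent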
XiGFP reactiv = activators of inactive X chromosome reactivation, primary screen, imaging, XiGFP fibroblasts, GFP high-content imaging, set 2. XiGFP mouse fibroblasts, % GFP-positive cells imaging, 3 d; cells co-treated with 5-aza-dC sensitizer; scaled so ellipticine positive control = 100%. activation, % at 7.58 µM. 360,000 compounds, 0.055% hits;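 active = mean normalized replicate activation at least 10% and every replicate at or above 10%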;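 also: 0% = median of on-plate neutral control wells and 100% = ellipticine 6 µM median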
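material = 68-5-11 XiGFP fibroblast line | medium = DMEM plus 5-aza-dC sensitizer | schedule = 3 days compound exposure | benchmarks = positive control ellipticine, 6 µM final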
SIRT5 block = SIRT5 desuccinylase inhibitors, primary screen, biochemical, fluorescence imaging, single point, set 5; 330,000 compounds, 1.1% hits; NAD-dependent protein deacylase sirtuin-5, mitochondrial (Homo sapiens), Q9NXA8; AID 652115, 2013; Purified SirT5, succinyl-peptide AMC, trypsin-coupled fluorescence; inhibition, % at 15 µM; in the data active = inhibition above about 15%
* = called active by the depositor; . = not tested or not shown; & = joins results of further samples. A portion of the library, so the mix of outcomes need not match the whole.

SMILES	Statin myotox sup	ERAP1 inh	PGC1a acetyl inh	LGR2 inh	S100A4 inh HTS	Cneo AK release	XiGFP reactiv	SIRT5 block
O=C(C[C@H]1C[C@H]2c3cc(NS(=O)(=O)c4ccc(F)cc4)ccc3O[C@H]2[C@H](CO)O1)N1CCc2ccccc2C1	6	-6	-14	7	-9	0	0.1	5
C[C@H]1CN([C@@H](C)CO)C(=O)Cc2cc(NS(C)(=O)=O)ccc2O[C@H]1CN(C)CC1CC1	11	4	16	-4	3	23	0.3	3
COC(=O)C[C@H]1C=C[C@H](NS(=O)(=O)c2ccc(OC)cc2)[C@H](CO)O1	4	-4	6	18	0	5	-0.2	3
CCCCn1c(N)c(N(CCOC)C(=O)COC(=O)C(C)Oc2ccc(Cl)cc2)c(=O)[nH]c1=O (stereo unspecified)	12	-1	.	-4	13	1	0.0	-1
CN(C)C(=O)c1cccc(-c2ccc(C3[C@@H]4CN(S(=O)(=O)c5ccccc5F)C[C@H]3N4)cc2)c1 (stereo partly specified)	.	-1&-4	0&1	10&15	7&7	.	0.2&0.0	5&0
C[C@@H]1CN([C@@H](C)CO)C(=O)c2cccc(NC(=O)c3ccncc3)c2O[C@@H]1CN(C)S(C)(=O)=O	-42	-1	9	5	-1	-1	-1.3	2
Nc1nc(SCc2ccccn2)c2ncn(C3OC(CO)C(O)C3O)c2n1 (stereo unspecified)	8	2	3	-1	2	-1	0.1	5
CC(=O)Nc1ccc(-c2nc3cc(Cl)ccc3o2)cc1	-7	-2	-5	-15	-4	-9	0.0	0
CCCNC(=O)C[C@@H]1CC[C@@H]2[C@@H](COc3ccc(NC(=O)c4cc(C)on4)cc3C(=O)N2C)O1	5	-1	-2	3	2	3	0.3	-2
CCOC(=O)C1=C(C)NC(C)=C(C(=O)OCC)C1C(=O)OCC(=O)N1CCOCC1	4	-1	4	-11	-2	-1	0.1	.
CN(C)c1ccc(-c2csc(C(C)(O)c3ccccc3)n2)cc1 (stereo unspecified)	0	10	.	-49	15	-1	-0.1	-1
CC(NC(=O)C1CCCN1C(=O)OCc1ccccc1)c1ccccc1 (stereo unspecified)	.	-13	.	6	-4	.	0.1	-5
CC(C)(C=O)C1=CC(=O)c2ccccc2C1=O	.	1	.	10	-2	.	18*	.
CC(=O)N1c2ccc(S(=O)(=O)N3CCC(C(=O)NCc4ccc(F)cc4)CC3)cc2CC1C (stereo unspecified)	-8	-4	-10	-5	-2	-2	0.0	-5
COc1cccc(/C=N/NC(=O)CN(C)S(=O)(=O)c2ccccc2)c1OC	-1	-3	.	-7	1	-1	0.3	-5
Cc1ccc(C(C)C)c(OCC(=O)N2CCN(c3ncccn3)CC2)c1	-6	-3	-1	-1	0	1	0.1	-2
Cc1ccc(C2=CC(=O)C[C@H](c3ccc4c(c3)OCO4)C2)cc1	-6	-3	-13	-5	-5	-1	0.0	.
CC(c1ccccc1)n1c(N2CCN(C)CC2)nc2c1c(=O)[nH]c(=O)n2C (stereo unspecified)	8	-2	.	-8	-9	0	0.0	3
O=C(CCC(=O)c1ccc(F)cc1)NCC1(N2CCCCC2)CCCCC1	3	2	-7	25	-6	-2	0.0	-4
O=C(CCN1C(=O)c2ccccc2C1=O)NC(=S)Nc1ccccc1	.	1	.	-18	8	.	0.5	-4
C[C@@H]1CN([C@@H](C)CO)C(=O)Cc2cc(NC(=O)Nc3ccc(F)cc3)ccc2O[C@H]1CN(C)CC1CC1	-21	2	1	21	-3	5	-1.2	-8
CC1CCN(S(=O)(=O)c2ccc3[nH]c(=O)c(=O)[nH]c3c2)CC1	0	.	11	-15	.	-3	.	.
CCOC(=O)CN1CC23C=CC(O2)C(C(=O)Nc2ccc(OCC)cc2)C3C1=O (stereo unspecified)	53	-2	-6	-4	1	-1	0.0	-4
Fc1ccc(Nc2nc3ccccc3s2)cc1	-6	0	-8	-118	-3	-5	0.0	-4
Cc1ccc(S(=O)(=O)N(C)C[C@H]2Oc3ccc(NC(=O)CCCCCC(=O)Nc4ccccc4N)cc3C(=O)N([C@H](C)CO)C[C@@H]2C)cc1	.	2	-5	2	7	.	-0.1	4

Profiles, quoted from the list:
Shown for `CC(NC(=O)C1CCCN1C(=O)OCc1ccccc1)c1ccccc1` (stereo unspecified) : Statin myotox sup = .; ERAP1 inh = -13; PGC1a acetyl inh = .; LGR2 inh = 6; S100A4 inh HTS = -4; Cneo AK release = .; XiGFP reactiv = 0.1; SIRT5 block = -5
Shown for `O=C(C[C@H]1C[C@H]2c3cc(NS(=O)(=O)c4ccc(F)cc4)ccc3O[C@H]2[C@H](CO)O1)N1CCc2ccccc2C1` : Statin myotox sup = 6; ERAP1 inh = -6; PGC1a acetyl inh = -14; LGR2 inh = 7; S100A4 inh HTS = -9; Cneo AK release = 0; XiGFP reactiv = 0.1; SIRT5 block = 5

More structures follow.
SMILES	Statin myotox sup	ERAP1 inh	PGC1a acetyl inh	LGR2 inh	S100A4 inh HTS	Cneo AK release	XiGFP reactiv	SIRT5 block
COc1ccc2oc(C(=O)OCC(=O)NC3CC3)c(C)c2c1	.	-1	.	-6	-2	-4	0.3	-4
O=C(Nc1ncccn1)c1ccc([N+](=O)[O-])cc1Cl	0	4	6	-17	-2	1	0.0	11
CCC(C)NCCOc1ccccc1C (stereo unspecified)	.	-2	.	-10	-8	-2	-0.1	0
COc1ccc(CCNC(=O)C2CCCN2C(=O)Nc2ccc(Cl)cc2)cc1OC (stereo unspecified)	6	-1	4	8	0	-2	0.0	1
CC(=O)c1cccc(NC(=S)NC(=O)c2ccccc2Br)c1	.	6	.	-10	3	.	0.0	-1
CCc1ccc(C2=NN(C(=O)OC)C(O)(C(F)(F)F)C2)cc1 (stereo unspecified)	-6	.	4	-19	.	-14	.	.
CCOC(=O)C1=C(COC(=O)CC(C)c2ccccc2)NC(=O)NC1C (stereo unspecified)	1	5	0	-10	1	-2	-0.1	-1
Cc1cn(CC(=O)NCC2CCCO2)c(=O)[nH]c1=O (stereo unspecified)	-13	-2	.	-10	0	-1	-0.3	0
CCOC(=O)c1csc(NC(=O)c2cc3ccccc3o2)n1	-13	-3	7	-54	3	4	0.0	-6
C/C=C/c1ccc2c(c1)O[C@H](CN(C)C(=O)Nc1ccc(OC)cc1)[C@H](C)CN([C@@H](C)CO)S2(=O)=O	-3	0	-2	0	-2	3	0.5	0
Cc1cccc(S(=O)(=O)N2C[C@H]3[C@@H](c4ccccc42)[C@H](CO)N3Cc2ccccn2)c1	33	0	-1	-10	-9	-6	0.2	0
O=C(Cn1c(=O)[nH]c2ccccc2c1=O)Nc1ccc2c(c1)OCCO2	5	-5	.	16	3	1	0.3	-1
Cc1ccccc1NC(=O)c1ccc2c(c1)N(C)CCS2	18	2	.	-55	0	-3	-0.1	-3
Cc1ccc(C(=O)NC(=O)OCCn2c(C)cnc2[N+](=O)[O-])cc1	.	-2	-4	0	3	.	0.0	-1
Cc1noc(C)c1NC(=O)N[C@H]1CC[C@H](CC(=O)N2CCN(C)CC2)O[C@@H]1CO	5	-3	-2	12	-50	2	0.1	0
CS(=O)(=O)NCc1ccc(C(=O)O)cc1	.	-2	4	-9	3	.	0.1	-4
Cc1cc(NC(=O)CCC(=O)N(CC(=O)NC2CCCC2)c2ccc(C(C)C)cc2)no1	-4	1	.	4	-3	8	0.1	-3
CCOC(=O)c1[nH]ncc1CN1CCCC(C(=O)c2cccc3ccccc23)C1 (stereo unspecified)	.	1	.	-42	6	.	-0.1	-2
Cc1cc(NC(=O)C(C)SCC(=O)Nc2cc(Cl)ccc2N2CCN(C)CC2)no1 (stereo unspecified)	-1	-2	5	3	2	-1	0.0	-1
CC(C)CC#Cc1ccc2c(c1)O[C@H](CN(C)C(=O)c1cccc(F)c1)[C@H](C)CN([C@H](C)CO)S2(=O)=O	-8	0	9	-4	12	45	0.1	3
C[C@@H]1CN([C@@H](C)CO)C(=O)Cc2cc(NC(=O)c3ccncc3)ccc2O[C@@H]1CN(C)Cc1ccc(C(=O)O)cc1	-1	0	5	0	2	0	-1.2	0
O=C(Nc1nnc(-c2ccco2)o1)c1ccc(S(=O)(=O)N2CCCC2)cc1	.	2	.	.	-5	.	0.0	0
O=C(C[C@H]1CC[C@@H]2[C@H](COC[C@@H](O)CN2C(=O)Nc2ccc(F)cc2)O1)NCc1ccncn1	6	2	5	2	-8	-3	0.0	-3
O=C(c1ccccc1F)N1CCN=C1c1ccccc1	12	-2	-17	7	-1	-2	-0.1	-1
O=C(COc1ccc(F)cc1)NCC1(N2CCCCC2)CCCCC1	-6	0	-13	3	-5	2	0.0	-1
SMILES	Statin myotox sup	ERAP1 inh	PGC1a acetyl inh	LGR2 inh	S100A4 inh HTS	Cneo AK release	XiGFP reactiv	SIRT5 block
COc1cccc(S(=O)(=O)N2C[C@@H](O)COC[C@H]3O[C@@H](CC(=O)N4CCCCC4)CC[C@@H]32)c1	-5	-2	0	10	-7	48	0.5	7
CC(=O)Nc1ccc(C(=O)N2CCN(S(=O)(=O)c3ccc4c(c3)OCCCO4)CC2)cc1	-3	6	.	-1	15	2	0.0	-4
O=C(NC1CCCC1)c1ccc(CNc2c(N3CCOCC3)c(=O)c2=O)cc1	-8	2	7	3	-10	0	0.0	0
Cc1ccc(C(C)C)c(OCC(=O)OCC(=O)c2c(N)n(C)c(=O)n(C)c2=O)c1	-2	-2	-1	2	-2	1	0.1	-2
CC1CN(C)C(C)C/C1=N\Oc1ccc([N+](=O)[O-])cc1 (stereo unspecified)	3	-1	.	.	0	0	0.1	2
C[n+]1cccc(/C=N/NC(=O)CC23CC4CC(CC(C4)C2)C3)c1	.	96*	9	12	52	.	-0.2	0
Cc1oc(-c2cc(F)cc(F)c2)nc1CN1CCSCC1	.	-9	6	-1	3	.	0.1	-1
O=C(CSC1CCCCC1)Nc1ccccc1Br	.	4	.	.	8	.	0.0	2
Cc1ccc(C2CC(=O)C(C=NCCN3CCN(C(=S)Nc4ccc(F)cc4)CC3)=C(O)C2)cc1 (stereo unspecified)	-2	0	18	-6	-1	.	0.8	0
Cc1ccc(S(=O)(=O)N2CC=C(C(=O)NCc3ccccc3)CC2)cc1	-2	.	-1	-9	-4	3	0.0	.
O=C(O)c1ccc(S(=O)(=O)c2ccc3c(c2)C(=O)N(Cc2ccco2)C3=O)cc1	20	.	6	2	.	0	.	.
O=S(=O)(Cc1ccccc1)N1CCCCN2[C@H](C1)[C@@H](c1ccc(-c3ccccc3)cc1)[C@@H]2CO	.	3	-3	-11	9	1	0.1	6
C/C(CC(=O)Nc1ccc(Cl)cc1C(F)(F)F)=N\NC(=O)c1cccs1	13	3	-2	-5	-2	3	0.1	-8
Cc1ccc(C)c(OCC(=O)NNC(=O)c2ccc(NC(=O)C3CC3)cc2)c1	.	-1	.	8	12	-2	0.1	2
O=C1CN(c2ccccc2)C(=S)N1C(=O)c1ccc(Br)cc1	-9	0	14	-64	-15	-14	0.0	1
CNc1cncc(-c2ccc(C)cc2)n1	-2	-22	14	-44	0	-1	0.1	.

Source: PubChem BioAssay (Broad Institute)
